Integrin act MD = integrin-mediated muscular dystrophy alleviation activation; alpha7betagal myoblasts, beta-gal FDG fluorescence, 48 h; AID 624291; 350,000 tested, 0.064% active; Potency, µM (top dose mostly 38.3 µM), for the others: top-dose activation, hits mostly activators;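 also: potency is read from the fitted curve at half-maximal effect; 100% = response of the positive control SU9516; nearly all actives have a fitted effect of over 60% in size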
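alpha7betagal+/- myoblasts (passage 13, 250/well) treated 48 h at 37C with compounds at 1:260 dilution of DMSO stock. Lysed, then beta-galactosidase activity read as FDG fluorescence (ex 480/em 540) after 30 min, with pre-read for autofluorescence.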
ASM inhibitor = blocks human secretory acid sphingomyelinase; P17405; placental ASM, HMU-PC fluorogenic substrate, 60 min; Potency, µM (top dose mostly 57.5 µM), without a hit: at the top dose activity change, negative = inhibition, usual class: inhibitors; 340,000 tested, 0.006% active; AID 504937; also: potency is read from the fitted curve at half-maximal effect
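qHTS format. ASM enzyme prepared from human placenta hydrolyses the fluorogenic substrate HMU-PC0 (9 uM final) over 60 min at 37 °C after a 10 min compound preincubation.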
BRCA1 expr up = increases BRCA1 expression; 380,000 tested, 1.1% active; Potency, µM (titrated, usually from 46.1 µM), for the others: top-dose activation, most hits filed as activators; MCF7-BRCA1-FFLuc reporter, luminescence, 48 h; response scale: scaled: vehicle 0%, 10 µM genistein 100%; also: potency is read from the fitted curve at half-maximal effect; nearly all actives have a fitted effect of over 80% in size; some results filed as inactive show a strong effect at the top dose
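MCF7 cells carrying a BRCA1-firefly luciferase reporter (2000 cells/well, phenol-red free MEM) were attached for 2 h at 37 °C, then given compounds for 48 h. Luminescence was read 15 min after luciferase reagent; activity normalized to genistein (10 microM) and DMSO.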
uPA surface inh = blocks generation of uPA at the cell surface | cell surface uPA generation assay, qHTS | AID 540303 | 330,000 tested, 0.31% active | Potency, µM (highest dose often 38.3 µM), without a hit: at the top dose activity change, negative = inhibition, most hits filed as inhibitors; active = well fitted inhibition curve with a large enough effect; inconclusive = small, poorly fitted or top-dose-only effect; inactive = no such curve, though single readings can be large or run the other way; tested in mouse RAW 264.7 cells; also: potency is read from the fitted curve at half-maximal effect; % is scaled to controls: 0 for no effect and ±100 for the full control effect; nearly all actives have a fitted effect of over 55% in size
TSG101-PTAP inh = blocks PTAP/TSG101 interaction to inhibit HIV-1 budding; 340,000 tested, under 10 active; Potency, µM (series often up to 115 µM), inactives show at the highest dose activity change, negative = inhibition, hits mostly inhibitors; Q99816; Fluorescence polarization, FITC-PTAP peptide / Tsg101 binding; active = well fitted inhibition curve with a large enough effect in the main read-out, with a control signal flat, not every such curve was filed as active; inconclusive = small, poorly fitted or top-dose-only effect, or effect the other way, or a change in a side signal; inactive = no such curve, though single readings can be large or run the other way; also: potency is read from the fitted curve at half-maximal effect; % of control where 0% means no effect
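Tsg101 binding domain (10 uM final) was mixed with compound and a FITC-labeled PTAP peptide (50 nM final) in HEPES pH 7.5 buffer with NaCl, Tween 20, EDTA and TCEP; fluorescence polarization was read after 20 min at r.t.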
ELG1 genotoxic = genotoxicity induction in ELG1-luciferase HEK293T cells | HEK293T ELG1-luciferase reporter, luminescence, 16 h | Potency, µM (top dose mostly 46 µM), without a hit: at the highest dose activity change, positive = activation, hits mostly activators | 330,000 tested, 1.3% active | AID 504466; also: potency is read from the fitted curve at half-maximal effect; % of control where 0% means no effect; nearly all actives have a fitted effect of over 60% in size
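ELG1-luciferase HEK293T cells, 2,000/well; compound pinned in; 16 hr, 37 °C, 5% CO2; ONE-Glo, 30 min RT; luminescence on CCD imager.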
TRPV1 ag = activates the human vanilloid receptor TRPV1; TRPV1-expressing cells, Fluo-8 calcium influx, agonist mode; 320,000 tested, 0.19% active; activation, % at 8.33 µM; in the data active = activation above about 80%; inconclusive = between about 30% and that limit; also: 0% is about no effect
Target sequence (Q8NER1 whole entry, looked up): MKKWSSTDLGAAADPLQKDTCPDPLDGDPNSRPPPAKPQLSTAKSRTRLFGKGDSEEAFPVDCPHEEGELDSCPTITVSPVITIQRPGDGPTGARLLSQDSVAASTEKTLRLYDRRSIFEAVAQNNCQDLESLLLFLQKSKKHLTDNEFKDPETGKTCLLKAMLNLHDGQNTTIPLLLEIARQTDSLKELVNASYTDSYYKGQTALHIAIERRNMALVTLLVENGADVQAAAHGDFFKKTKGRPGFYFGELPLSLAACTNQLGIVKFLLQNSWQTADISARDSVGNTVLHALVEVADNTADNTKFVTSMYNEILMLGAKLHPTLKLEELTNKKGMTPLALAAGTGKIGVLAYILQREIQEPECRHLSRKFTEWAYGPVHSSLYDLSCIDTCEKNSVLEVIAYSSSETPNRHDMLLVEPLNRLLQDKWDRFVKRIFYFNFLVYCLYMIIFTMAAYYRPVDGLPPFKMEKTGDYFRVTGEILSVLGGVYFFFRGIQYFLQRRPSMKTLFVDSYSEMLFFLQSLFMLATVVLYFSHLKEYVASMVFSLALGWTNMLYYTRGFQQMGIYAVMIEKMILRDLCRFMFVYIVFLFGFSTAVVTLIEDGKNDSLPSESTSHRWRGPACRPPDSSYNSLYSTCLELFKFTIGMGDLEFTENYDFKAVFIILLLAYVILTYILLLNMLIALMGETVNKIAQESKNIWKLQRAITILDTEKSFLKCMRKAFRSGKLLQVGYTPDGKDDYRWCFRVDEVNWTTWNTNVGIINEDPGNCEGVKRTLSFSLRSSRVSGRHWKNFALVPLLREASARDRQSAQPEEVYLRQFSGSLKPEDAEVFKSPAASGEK
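Fluo-8 calcium influx in TRPV1-expressing cells, kinetic read (ex 480/em 520 nm). Compound added and read 3 min for agonist activity, followed by capsaicin at EC20 final and 2 min further read for enhancement.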
USP2a block = blocks human ubiquitin-specific protease USP2a; O75604; 330,000 tested, 0.01% active; Potency, µM (top dose mostly 38.3 µM), for inactives: at the highest dose activity change, negative = inhibition, actives largely listed as inhibitors; USP2 core, Ub-CHOP2 coupled fluorogenic reporter, 485/531; AID 463254;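 also: potency is read from the fitted curve at half-maximal effect; plate controls were DMSO wells for no effect and full inhibition by NEM control for full effect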
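Cell-free coupled assay: 10nM USP2 core preincubated 30min RT with compound in Tris-HCl pH 8.0/CaCl2/CHAPS buffer, then 25nM Ub-CHOP2 and 25nM reporter substrate; fluorescence (Ex 485/Em 531) read after 60min RT, normalized to NEM inhibition, concentration-response curves fitted.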
p53 reactivator = mutant p53 re-activation in reporter cells. Potency, µM (titrated, usually from 92.2 µM), without a hit: top-dose activity change, positive = activation, most hits filed as activators. 320,000 tested, 0.063% active. AID 504706. H1299 p53-A138V BP100-luciferase reporter, luminescence, 24 h; also: potency is read from the fitted curve at half-maximal effect; % of control where 0% means no effect; nearly all actives have a fitted effect of over 45% in size
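p53-null H1299 cells stably carrying temperature-sensitive p53-A138V and a BP100-luciferase reporter were pinned with compounds (4-point, 1:5 series) and held 24 hrs at 37 deg C. Luminescence was read 10 min after detection reagent.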
Eya2 inh = blocks the phosphatase activity of human Eya2; O00167; recombinant Eya2, OMFP fluorescence dephosphorylation (OMFP is methylfluorescein phosphate); Potency, µM (series often up to 76.9 µM), for inactives: at the highest dose activity, negative = inhibition, hits mostly inhibitors; 330,000 tested, 0.006% active; also: potency is read from the fitted curve at half-maximal effect; % is scaled to controls: 0 for no effect and ±100 for the full control effect
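Eya2 (0.2 uM) preincubated 10 min at ambient with compound, then OMFP substrate added at 50 uM; 10 min reaction in 50 mM HEPES pH 7.5, 50 mM NaCl, 5 uM MgCl2, 0.05% BSA, 1 mM DTT. Fluorescence read at Ex 485/Em 525 nm.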
B2AR arrestin = agonists driving beta-arrestin recruitment to human beta2-adrenergic receptor; P07550; beta-arrestin recruitment to beta2AR, cell-based reporter; Potency, µM (doses to about 46.1 µM), for the others: at the top dose activation, actives largely listed as activators; 330,000 tested, 0.02% active; AID 492947;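 also: potency is read from the fitted curve at half-maximal effect; 0% = DMSO controls and full agonism = EC100 isoproterenol or metaproterenol; nearly all actives have a fitted effect of over 65% in size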
* hit, by the source's call; ? = inconclusive; nt = no result given; [ ] = another dose, or the depositor's remark. Unless noted, calls follow the shape of the dose curve; as a rule, active = well fitted curve in the direction sought with a large enough effect; inconclusive = small, poorly fitted or top-dose-only effect, or another doubt; inactive = no such curve, though single readings can be large; an effect the other way counts as inactive or inconclusive.

| SMILES | Integrin act MD | ASM inhibitor | BRCA1 expr up | uPA surface inh | TSG101-PTAP inh | ELG1 genotoxic | TRPV1 ag | USP2a block | p53 reactivator | Eya2 inh | B2AR arrestin |
| --- | --- | --- | --- | --- | --- | --- | --- | --- | --- | --- | --- |
| COc1ccc(N2CCN(C(c3cccs3)C(C)NS(C)(=O)=O)CC2)cc1 (configuration not stated) | ? | 2.7% | 9.8% | 5.2% | -0.7% | -0.2% | -1.4 | 2.6% | -4.5% | 0.3% | -0.2% |
| COc1ccc(-c2nn(-c3ccccc3)cc2C(=O)N/N=C/c2ccc([N+](=O)[O-])o2)cc1 | -35.6%[inhibitor] | -1.9% | -38.2% | 0.2% | -0.2% | ? | -0.2 | 4.6% | 7.3% | 2.3% | -0.1% |
| Cc1cccc(C)c1NC(=O)CSc1nnnn1C | ? | 0.0% | -5.2% | 2.5% | -6.2% | -1.1% | -1.3 | 0.6% | 1.8% | -9.2% | -0.4% |
| Cc1c(NC(=O)C(C)Sc2nc3ccccc3c(=O)n2CCO)c(=O)n(-c2ccccc2)n1C (configuration not stated) | 8.5%[7.66 µM] | 1.8% | -18.6% | -1.2% | -1.9% | -1.6% | 0.5 | 3.6% | 3.1% | 7.5% | 3.1% |
| c1ccc(CCc2nc(-c3ccc(-n4cccc4)cc3)no2)cc1 | -5.0% | -0.1% | 0.0% | 3.9% | -1.5% | 0.9% | 2.9 | 0.2% | 10.4% | 28.9% | 0.1% |
| CCCCCN(C(=O)CCC(=O)OC(C)C(=O)NCc1ccccc1)c1c(N)n(CCCC)c(=O)[nH]c1=O (configuration not stated) | 2.4% | 1.9% | -11.2% | -0.3% | -4.0% | 1.2% | -0.5 | 0.0% | 10.3% | -16.7% | 0.1% |
| Cc1c(C)c2ccc(OCC(=O)N[C@@H](Cc3ccccc3)C(=O)O)cc2oc1=O | 3.9% | 44.5%[activator] | 1.1% | 6.3% | 0.1% | -1.2% | -3.8 | -1.3% | nt | -10.8% | 0.1% |
| COC(=O)c1ccc(CSc2nnnn2Cc2ccccc2)cc1 | 14.4% | -4.7% | 1.5% | nt | -6.3% | 6.5% | 5.3 | -1.2% | -13.7% | -0.2% | -0.2% |
| O=C(Nc1cc(-c2nc3ncccc3o2)ccc1Cl)c1ccco1 | -42.3% | 0.4% | -5.8% | -3.4% | -1.1% | -5.8% | -1.6 | 0.7% | -3.5% | 0.7% | 0.2% |
| CC(C)(C)S(=O)(=O)c1ccc2nc3c(n2c1)CCCC3 | 9.6% | 34.5%[activator] | 0.0% | -1.5% | -5.5% | -1.3% | 0.0 | -0.2% | -0.9% | -10.8% | 0.3% |
| CCC(C)[C@H](NC(=O)NCc1ccc(S(N)(=O)=O)cc1)C(=O)OC (some centres not stated) | -14.9% | 1.8% | -4.1% | 2.1% | -1.4% | 20.0% | -1.5 | 3.0% | -0.5% | 9.9% | -0.1% |
| Cc1c(CN2CCCCC2)c(O)n(CCCO)c(=O)c1C#N | 17.6% | -0.8% | -1.8% | -2.5% | -5.7% | -2.7% | 0.0 | 8.7% | -3.8% | -2.1% | -0.1% |
| CCC(C)Sc1ccc([C@H]2N[C@@](C)(C(=O)OC)[C@H]3C(=O)N(C)C(=O)[C@@H]23)cc1 (some centres not stated) | 0.0% | -0.5% | 20.7% | -7.1% | 1.4% | 3.0% | nt | 2.0% | -1.3% | -0.4% | 0.0% |
| OCC1(Cc2ccc(F)cc2F)CCCN(Cc2ccc(Cl)cc2)C1 (configuration not stated) | -14.6% | -3.1% | -33.2% | ? | 0.7% | -2.4% | 6.1 | -0.4% | nt | -0.8% | -0.5% |
| CCCCOC(=O)C1Cc2ccccc2C(=O)O1 (configuration not stated) | -19.4% | -0.2% | -2.1% | 0.6% | 0.2% | -0.5% | -1.7 | -2.2% | 1.4% | -15.1% | -0.1% |
| COc1cccc(CCc2nnc(CCC(=O)NCCC3CCCCO3)o2)c1 (configuration not stated) | -22.0% | -1.2% | -1.3% | -0.8% | 0.3% | 2.7% | -0.9 | 5.9% | 13.1% | 6.2% | -0.8% |
| C=CCOc1ccc(/C(O)=C2/C(=O)C(=O)N(CCCn3ccnc3)C2c2ccco2)cc1 (configuration not stated) | -8.2% | 0.6% | 17.9% | 4.7% | -8.0% | 6.0% | 0.8 | -0.3% | 0.8% | -4.8% | 0.1% |
| CCCN1CCC(NC(=S)Nc2ccc([N+](=O)[O-])cc2)CC1 | -24.7% | -6.6% | -11.1% | -2.6% | -1.0% | 0.2% | -6.6 | -2.7% | 0.2% | -11.6% | -0.5% |
| COc1ccc(CCNc2c([N+](=O)[O-])ncn2C)cc1OC | -17.6% | -1.0% | -10.0% | -2.3% | -1.2% | -0.4% | 0.1 | 1.2% | 1.5% | -0.6% | -0.1% |
| O=C(N/N=C/c1cnc(N2CCCCC2)s1)c1ccc(C(F)(F)F)cc1 | -0.6% | 10.6% | -44.8% | 2.1% | -0.4% | -9.6% | -1.6 | 7.8% | -1.6% | -0.1% | -0.9% |
| CCOc1cc2c3c(c1)C1(C(=O)N3C(C)(C)C=C2C)C(C#N)=C(N)Oc2cc(O)ccc21 (configuration not stated) | 1.2% | -9.0% | -29.9% | nt | -5.0% | -3.6% | -5.2 | -8.7% | -0.9% | 8.3% | -0.2% |
| C=CCn1c(SCC(=O)NC(=O)NCc2ccco2)nc2sc(CC)cc2c1=O | -24.4% | 1.0% | 2.0% | -0.2% | -10.2% | 9.9% | -1.0 | 0.6% | -7.3% | -1.8% | -1.0% |
| O=C(Cn1cnc2ccccc2c1=O)N1CCN(Cc2ccc3c(c2)OCO3)CC1 | 3.9% | 1.2% | -10.0% | -1.7% | -5.7% | -5.7% | 0.9 | 3.7% | -0.5% | -11.6% | -0.2% |
| COc1ccccc1NC(=O)c1ccc(NC(=O)c2cc3c(s2)CCC3)cc1 | -25.8% | -8.4% | -38.7% | 3.2% | 0.5% | -13.6% | 0.4 | 5.8% | -16.2% | 5.1% | 2.9% |
| CCc1nc(NCc2ccco2)c2oc3ccccc3c2n1 | -32.9% | -2.4% | 35.0% | -9.0% | -3.0% | -6.4% | 26.1 | 13.5% | 7.6% | ? | -0.5% |
| CN(CC(=O)Nc1ccc(Cl)c(C(F)(F)F)c1)C(=O)c1cccc2cccnc12 | -14.1% | -2.3% | -24.0% | -4.4% | -3.1% | -6.6% | 5.4 | 0.5% | 0.0% | 7.5% | -0.2% |
| CCCCc1cc(=O)oc2cc(C)cc(OC(C)C(=O)NCc3ccccn3)c12 (configuration not stated) | 0.0% | 0.0% | -42.6% | 2.4% | -4.0% | -4.2% | 3.0 | 0.7% | -9.1% | -8.8% | -0.4% |
| CCCNC(=O)c1onc(CSc2cccc(OC)c2)c1C(=O)NCCC | 35.1% | 1.6% | 12.3% | 10.8% | 0.2% | 0.3% | 19.8 | 7.0% | -5.6% | -6.2% | -0.5% |
| Nc1nnnn1/N=C/C(Br)=C/c1ccccc1 | -56.0%[inhibitor] | 2.5% | -83.8%[inhibitor] | -2.5% | -3.0% | ? | -1.7 | 0.1% | -74.8%[inhibitor] | 21.6% | -0.5% |
| CCN(CC)CCCN1C(=O)c2oc3ccccc3c(=O)c2C1c1cccc(OC)c1OC (configuration not stated) | -9.6% | 21.7% | -17.8% | 1.3% | -1.0% | -1.2% | 0.2 | 2.8% | 2.4% | -16.9% | 0.0% |
| Clc1ccc2c(c1)C=Nc1c(NCc3ccccc3)ncnc1O2 | -14.8% | -3.6% | 3.0% | -1.1% | -2.8% | 7.2% | ? | -1.8% | 6.5% | ? | -0.1% |
| CN(C)/C=N/N(C)c1ncccc1[N+](=O)[O-] | 19.5% | 0.4% | 25.1% | 4.0% | -1.9% | -1.1% | -1.3 | 3.3% | 5.7% | 1.1% | -0.5% |
| CN(C)c1cc[n+](CC(=O)c2cccs2)cc1 | -15.1% | 4.8% | -11.8% | -5.6% | 1.9% | -17.1% | -1.5 | 0.9% | -47.0%[inhibitor] | -3.1% | 0.1% |
| COc1ccc(Nc2nc(N)nc(CN(C)C3CCCCC3)n2)cc1 | -1.9% | -0.2% | 10.1% | -3.7% | -1.0% | 2.2% | -0.7 | 1.1% | 0.2% | -9.4% | -0.5% |
| COc1ccccc1CNS(=O)(=O)c1ccc(Cl)s1 | 6.31µM* | 7.0% | -3.1% | -4.5% | -3.7% | 0.3% | 9.1 | -0.9% | 0.1% | -16.9% | -0.7% |
| OCCC1CN(Cc2cnc(N3CCCC3)s2)CCN1Cc1ccccc1 (configuration not stated) | 4.8% | 1.4% | -16.6% | 5.2% | -5.2% | 2.1% | -1.3 | 0.0% | -1.0% | -0.7% | -0.3% |

High-throughput results (PubChem)

Compounds were not picked by outcome; about 2.6% have a hit in one of these screens.
